Screening data (PubChem)
bCat nuc transl – modulators of beta-catenin nuclear translocation, primary screen, imaging, HeLa cells, immunofluorescence, high-content. AID 1665, 2009. nuclear translocation activity, % at 5 µM. hit rate 0.3% among 190,000;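 active = nuclear translocation activity above 50% at 5 µM, with a well cell count of 50 or more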;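 note: per-cell ratio of nuclear to cytoplasmic median beta-catenin stain intensity; plate controls were DMSO negative control for no effect and GSK-3 inhibitor IX positive control for full effect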
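assay system = human HeLa cells, endogenous beta-catenin | times = compound treatment 24 h, 37°C, 5% CO2 | detection = Anti-beta-catenin immunofluorescence on PFA-fixed, Triton-permeabilized cells, DAPI nuclei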
Myeloid diff MLP – induction of myeloid progenitor differentiation, primary screen, cell-based, flow cytometry, MLPCN library | ER-HoxA9 myeloid progenitors, lysozyme-GFP differentiation | calls only at 10 µM | hit rate 1% among 360,000 | AID 624256, 2012;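 active = normalized GFP-positive differentiation at or above the plate's own cutoff, the solvent-only control mean plus 3 SD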;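 note: cells exposed to compound for four days before flow analysis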
MT stabilizer – microtubule stabilizers in HeLa cells, primary screen, imaging, high-content imaging; % tubulin-high responders, % at 10 µM; HeLa tubulin immunostaining HCS, 24 h; share of cells brighter than vehicle mean+2SD; AID 2205, 2009; hit rate 0.83% among 200,000;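 active = plate Z-score above 3 for both tubulin-high and condensed-nucleus cell shares, with cell loss under 80%, at 10 µM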;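 note: anti alpha tubulin signal scored within the nucleus-defined area of each cell; some results filed as inactive read as strong as hits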
Insulin prom up – insulin promoter activators in MIN6 cells, imaging, high-content screening, mouse beta cells; hit rate 0.3% among 190,000; MIN6 insulin promoter-GFP reporter; stronger effect = higher value; AID 1625, 2009; z-score at 5 µM;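 active = z-score above 3 at 5 µM with at least 500 cells counted in the well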
human PMI inhibition – inhibitors of human PMI, primary screen, biochemical, fluorescence intensity, coupled assay (AID 1209). Mannose-6-phosphate isomerase (Homo sapiens). purified PMI enzyme, coupled fluorescence intensity; higher % means a stronger effect. inhibition, % at 20 µM; hits with a dose series show IC50 in µM. hit rate 0.42% among 190,000; in the data active = inhibition above about 50%;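 note: plate controls were DMSO vehicle for no effect and wells lacking substrate for full effect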
T cell HTS – modulators of CD8 T cell-vesicle binding, primary screen, mouse 2C CD8+ T cells, flow cytometry; 2C CD8+ T cell-vesicle binding; stronger effect = lower value; AID 2052, 2009; hit rate 0.068% among 330,000; calls only at 7 µM;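 active = response, share of CD8 T cells binding vesicles, and their 90th percentile fluorescence all below set limits, cut at about 80% in these data, passing the limit was not always enough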
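incubation = binding step 1.5 h, 37 °C, antibody labelling 20 min, ice | test system = 2C mouse CD8+ T cells | read-out basis = percent CD8+ FL2 mean versus row control | controls = Peptide-free naked vesicles (low) and QL9 vesicles with 0.7% DMSO vehicle (high) | detection = flow cytometry of vesicle-bound cells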
Dynein cargo inh – inhibitors of GR-EGFP nuclear translocation, primary screen, dynein cargo transport inhibitor project, imaging, high-content, 3617.4 mouse cells. test concentration mostly 20 µM; stimulated with dexamethasone, 1 µM; stronger effect = lower value. z-score, hits read low. hit rate 0.47% among 220,000. AID 1381, 2008;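 active = plate z-score of nuclear minus cytoplasmic receptor signal below a set negative limit, without overly bright fluorescence or cell loss, cut at about -3.5 in these data, passing the limit was not always enough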;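 note: z-score of nuclear minus cytoplasmic ring GR-EGFP intensity difference per well; some compounds called inactive have numbers as strong as hits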
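Buffer or medium: tetracycline-free induction medium containing charcoal-stripped FBS / Reagent: dexamethasone agonist, 1.0 µM final, for 30 min / Technique: automated 10x imaging of fixed Hoechst-stained cells / Times: induction 48 h, compound 1 h, agonist 30 min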
Lipid droplet – inhibitors of hepatocyte lipid droplet formation, primary screen, imaging, high-throughput imaging, BODIPY stain; AML12 mouse hepatocytes, oleate lipid droplets; hit rate 0.4% among 240,000; AID 1656, 2009; inhibition, % at 6.5 µM;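 active = lipid droplet intensity inhibited by at least 50%, with more than 500 cells counted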
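Material: mouse AML12 hepatocyte cell line, fixed after treatment; Timing: compound with oleate, overnight; Technique: high-content imaging of BODIPY-stained droplets and DAPI nuclei; Probe or stimulus: oleate, 100 µM final; Dosing: compound at 6.5 µM only.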
TNAP activators – human TNAP enzyme activators, primary screen, biochemical, luminescent, no phosphate acceptor, uHTS (AID 1001); activation fold at 20 µM; hits with a dose series show EC50 in µM; purified TNAP, luminescent activation assay, no phosphate acceptor; higher activation fold means a stronger effect; Alkaline phosphatase, tissue-nonspecific isozyme (Homo sapiens); hit rate 0.03% among 200,000; in the data active = activation fold from about 3, or a potency from the dose series; inactive = the rest, 99 in 100 with activation fold below about 1.6; note: many of its hits are not listed in these tables
Dynein cargo inh cytoplasmic EGFP – recorded beside Dynein cargo inh, whose call it bears; z-score; measured here: cytoplasmic GR-EGFP intensity; stronger effect = higher value
Dynein cargo inh nuclear GR-EGFP – second read-out of Dynein cargo inh, no call of its own (marks repeat the call); z-score; measured here: nuclear GR-EGFP intensity;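 lower value marks the stronger effect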
Dynein cargo inh cell count – second read-out of Dynein cargo inh, no call of its own (marks repeat the call); z-score; measured here: cell count per field
Insulin prom up cell count – further read-out of Insulin prom up, marked with its call; cell count; measured here: cytotoxicity, nuclei count;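 total cells summed across four imaged fields per well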
Lipid droplet cells 6.5 µM – recorded beside Lipid droplet, whose call it bears; cell count; measured here: cell count, cytotoxicity flag;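 cells counted across two imaged fields per well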
bCat nuc transl cell count 5 µM – second read-out of bCat nuc transl, no call of its own (marks repeat the call); cell count; measured here: cell count, cytotoxicity flag
T cell HTS vesicle-bound % – further read-out of T cell HTS, marked with its call; double positive events, %; measured here: CD8+ vesicle-bound cell fraction;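 binding gate set so that unloaded-vesicle control wells show 10% double positive cells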
MT stabilizer Hoechst-high % – recorded beside MT stabilizer, whose call it bears; % Hoechst-high responders; measured here: nuclear condensation Hoechst responders;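 share of cells brighter than vehicle mean plus two SD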
MT stabilizer cytotoxicity % – also measured in MT stabilizer; calls as there; toxicity, %; measured here: cytotoxicity by cell density;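 0% = mean cell density of plate MIN control wells and 100% = no cells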
Myeloid diff MLP GFP+ MAC1+ % – second read-out of Myeloid diff MLP, no call of its own (marks repeat the call); GFP+ MAC1+ double positive, %; measured here: differentiation confirmed by MAC1 staining
Starred values were filed as active, the others as inactive; i = inactive; / = not tested or not shown; + = active, no number; & = joins results of further samples.

SMILES	bCat nuc transl	bCat nuc transl cell count 5 µM	Myeloid diff MLP	Myeloid diff MLP GFP+ MAC1+ %	MT stabilizer	MT stabilizer Hoechst-high %	MT stabilizer cytotoxicity %	Insulin prom up	Insulin prom up cell count	human PMI inhibition	T cell HTS	T cell HTS vesicle-bound %	Dynein cargo inh	Dynein cargo inh cytoplasmic EGFP	Dynein cargo inh nuclear GR-EGFP	Dynein cargo inh cell count	Lipid droplet	Lipid droplet cells 6.5 µM	TNAP activators
Cc1ccc(C)c2[nH]c(=O)c(CN(CC3CCCO3)S(=O)(=O)c3ccc4c(c3)OCCO4)cc12 (stereo not drawn)	0.3	1333	i	3.7	6.2	2.1	2.6	1.81	1661	-3.4%	i	7.5	1.47	-0.299	0.643	-0.372	/	/	1.1
COc1ccc(CSC2=CS(=O)(=O)c3ccccc3N2)cc1	-4.7	1151	i	0.2	1.4	1.9	5.6	-0.67	1608	-2.1%	i	32.6	-0.623	-0.233	-0.265	0.549	5.8	681	1.1
CCOC(=O)N1CCC(Nc2c(NCCN3CCN(Cc4ccccc4)CC3)c(=O)c2=O)CC1	-1.9	1173	i	1.0	6.5	4.0	7.0	0.05	1909	1.0%	i	31.6	0.284	-0.159	0.52	-0.966	-0.6	617	1
CCOC(=O)c1cc(-c2ccccc2)nn1-c1ccccn1	1.0	1049	i	2.6	2.0	1.3	7.1	/	/	8.1%	/	/	-0.255	-0.252	0.27	0.827	4.0	763	0.9
Cc1cc(C)c[n+](-c2nc([O-])sc2C=O)c1	-0.7	986	i	0.5	2.4	2.6	10.2	0.02	1433	-2.1%	i	49.6	-0.795	-0.152	0.0617	0.227	/	/	1.1
CC(C)(C)c1ccc(OCC(=O)O)cc1	-1.3&-3.0	1034&1106	i	1.8	2.7	1.8	6.2	0.5&-0.11	1329&1470	4.6%	i	20.7	-0.486&0.712	-0.204&-0.282	-0.613&0.287	-0.232&0.335	-1.4&8.4	776&708	1.1
COc1ccc(NC(=O)CC2SC(=NCC3CCCO3)NC2=O)c([N+](=O)[O-])c1 (stereo not drawn)	-3.3	1079	i	0.2	2.7	3.1	0.3	0.6	1556	5.4%	i	42.5	0.753	-0.104	0.31	0.182	-1.1	652	1.1
COc1ccc(C2(CNC(=O)CCC(=O)O)CCCC2)cc1OC	/	/	i	1.7	1.0	1.0	4.2	-0.39	877	-3.3%	i	19.6	-0.174	-0.251	-0.0148	1.16	7.6	790	1.2
CC(C)CNC(=O)c1ccc(Cl)c(N)c1	/	/	/	/	3.3	3.9	6.1	0.75	1311	0.6%	i	38.7	-0.683	-0.284	-0.393	0.509	-1.5	666	1.1
O=C(Nc1ccc2ccccc2c1)/C(=C/c1cccc(Br)c1)NC(=O)c1ccco1	-4.1	522	i	0.6	1.8	2.8	8.4	-0.68	1379	16.2%	i	40.7	0.00943	0.011	0.155	0.656	-4.0	581	1
Cc1ccc(S(=O)(=O)N2CC3(C)CN(S(=O)(=O)c4ccc(C)cc4)CC(C)(C2)C3=O)cc1	-4.6	1347	i	0.7	3.4	1.5	1.8	-0.25	1547	-2.0%	i	45.9	-1.2	-0.185	-1.06	0.414	/	/	1.1
CC1(C)CC2CC(C)(CN2CC(O)COc2ccccc2)C1 (stereo not drawn)	0.9	1120	i	0.6	2.2	1.9	5.7	-0.32	1458	-4.9%	i	37.1	-0.508	-0.279	-0.316	0.486	-17.6	679	1.2
CCOC(=O)C1CCCN(c2ncnc3c2[nH]c2cccc(OC)c23)C1 (stereo not drawn)	0.5	769	/	/	3.7	3.1	9.9	/	/	5.7%	/	/	0.832	-0.119	0.599	-0.383	/	/	1.1
O=C(C1c2ccccc2Oc2ccccc21)N1CCN(c2ccc(Cl)cc2)CC1	/	/	i	0.7	33.1*	39.0*	35.1*	0	831	-7.2%	i	19.1	0.407	-0.234	0.284	-0.00329	-1.7	840	0.8
CC(NC(=O)NNC(N)=S)(C(F)(F)F)C(F)(F)F	0.5	1326	i	0.5	/	/	/	-0.59	1067	/	i	58.1	-0.602	-0.249	-0.354	1.13	1.1	824	/
O=S(=O)(c1ccccc1)N1CCN=C1SCc1ccccc1Cl	-1.3	1111	i	0.0	3.0	2.3	7.8	-0.4	1082	22.5%	i	48.6	-0.363	-0.239	-0.22	0.16	-12.4	698	1.1
Cc1ccc(C)c(S(=O)(=O)Nc2ccc(S(=O)(=O)Nc3onc(C)c3C)cc2)c1	-2.2	1105	i	1.0	3.0	2.7	6.1	0.39	693	12.9%	/	/	-0.742	-0.223	-0.171	1.1	-6.2	689	1.1
O=C(Nc1cccnc1)c1cc(-c2cccnc2)nc2ccc(Br)cc12	-2.2	1357	i	2.4	2.6	1.8	4.4	0.26	1484	-4.4%	i	33.6	-0.533	-0.234	-0.413	0.946	/	/	0.9
CCN1CCCC1CNCc1cccc(OC)c1OCc1ccc(F)cc1 (stereo not drawn)	-0.8	1022	i	0.2	4.1	3.7	9.4	-0.35	1501	-21.5%	i	31.5	1.88	-0.126	1.36	-2.01	-5.4	561	1.1
CC(NC(=O)/C(C#N)=C/c1ccco1)c1ccccc1 (stereo not drawn)	-0.1	1418	i	0.3	/	/	/	-0.16	962	/	i	48.7	0.121	-0.262	0.556	0.793	-0.7	627	/
COCCNC(=O)C(=O)NNC(=O)COc1ccc(OC)cc1	-1.5	997	i	0.3	1.1	0.5	2.0	-0.75	1404	6.9%	i	56.0	0.581	-0.189	0.849	-0.339	0.0	722	1.2
Cc1cccc(-c2nc(CSCC(=O)N3CCN(c4ccccn4)CC3)c(C)o2)c1	/	/	i	0.3	4.2	2.7	2.4	/	/	-22.1%	i	18.6	-0.315	-0.323	0.154	-0.294	/	/	0.9
CCCC(c1nnnn1C1CCCCC1)N1CCN(C2CCCC2)CC1 (stereo not drawn)	-0.3	1257	i	0.9	5.4	2.5	2.3	0.42	1278	0.9%	i	19.2	0.214	-0.171	0.439	0.896	-6.0	737	1.1
NC(=O)c1cc(Cl)cn(-c2ccccc2)c1=O	/	/	i	3.5	6.1	2.9	6.8	0.1	1082	-17.6%	i	34.4	-0.636	-0.228	-0.234	0.231	/	/	0.9
CCc1sc(C(=O)NCc2ccccc2)cc1C	1.2	1009	i	0.4	2.3	2.6	6.7	-1.31	1151	0.1%	i	29.8	0.386	0.0789	-0.34	0.495	0.3	703	1.2

Following part:
SMILES	bCat nuc transl	bCat nuc transl cell count 5 µM	Myeloid diff MLP	Myeloid diff MLP GFP+ MAC1+ %	MT stabilizer	MT stabilizer Hoechst-high %	MT stabilizer cytotoxicity %	Insulin prom up	Insulin prom up cell count	human PMI inhibition	T cell HTS	T cell HTS vesicle-bound %	Dynein cargo inh	Dynein cargo inh cytoplasmic EGFP	Dynein cargo inh nuclear GR-EGFP	Dynein cargo inh cell count	Lipid droplet	Lipid droplet cells 6.5 µM	TNAP activators
O=C(c1ccc(COCC(F)(F)F)o1)N1CCCC1	-1.0	964	i	0.6	2.6	1.0	5.2	/	/	-5.6%	i	54.3	0.262	-0.114	0.358	-1.39	-6.8	757	1.1
Cc1ccccc1-n1c(C)nnc1SCC(=O)N1CCc2ccccc2C1	/	/	i	4.1	1.3	2.6	12.2	0.79	1149	6.3%	i	12.5	-0.131	-0.243	0.336	0.116	-7.8	659	1.1
Cc1cc(Oc2ccccc2F)nc(NCc2ccccc2)n1	0.6	906	i	2.5	2.3	0.9	3.4	-0.59	1370	8.8%	/	/	-0.754	-0.15	-0.252	-0.519	/	/	1.1
Cc1ccc(C(=O)NCC(=O)Nc2ccccc2C(F)(F)F)cc1	-1.5	1129	i	0.1	4.1	1.9	3.7	-0.62	1526	-0.2%	i	33.6	1.55	-0.0252	0.808	-0.955	16.0	609	1.1
CCc1ccc(NC(=O)CSc2nnc(-c3cccs3)n2CC)cc1	/	/	i	0.7	1.2	0.6	8.8	0.79	836	3.8%	i	54.1	-0.766	1.05	-0.156	1.18	/	/	1
CCCN1C(=O)/C(=C/c2c(N3CCNC(=O)C3CC(=O)OCC)nc3c(C)cccn3c2=O)SC1=S (stereo not drawn)	-0.5	1280	+	5.9*	/	/	/	/	/	/	i	58.1	-0.845	4.41	0.351	-0.221	74.0*	698*	/
CCOc1ccc(NC(=O)c2ccc(N)cc2)cc1	-6.1	1242	i	1.3	7.4	1.7	6.2	0.51	1250	-2.5%	i	42.2	-0.919	-0.18	-0.279	-0.176	6.3	745	1.1
CCOC(=O)C1CCCN(C(=O)C2CC(=O)N(c3ccc(C)cc3)C2)C1 (stereo not drawn)	-0.4	1056	i	6.4	1.5	2.2	4.8	-0.72	1297	10.9%	i	42.3	0.706	-0.251	0.203	-0.777	-1.0	731	1.1
